DDE Tn6 FP inh: inhibitors of Tn6 peptide binding to fibrin DD(E), primary screen, biochemical, fluorescence polarization, human fibrin, Tn6 probe; Fibrin DD(E) TRITC-Tn6 fluorescence polarization displacement; inhibition, % at 8.3 µM; AID 720509, 2013; Fibrinogen beta chain (Homo sapiens), P02675; 370,000 compounds, 0.21% hits;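 active = inhibition above a per-campaign cutoff: mean of compounds within control limits plus 3 SD, cut at about 15% in these data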;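 also: 0% = median of all compound wells on the plate and 100% = blocking peptide control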
Target sequence (P02675 whole entry, looked up): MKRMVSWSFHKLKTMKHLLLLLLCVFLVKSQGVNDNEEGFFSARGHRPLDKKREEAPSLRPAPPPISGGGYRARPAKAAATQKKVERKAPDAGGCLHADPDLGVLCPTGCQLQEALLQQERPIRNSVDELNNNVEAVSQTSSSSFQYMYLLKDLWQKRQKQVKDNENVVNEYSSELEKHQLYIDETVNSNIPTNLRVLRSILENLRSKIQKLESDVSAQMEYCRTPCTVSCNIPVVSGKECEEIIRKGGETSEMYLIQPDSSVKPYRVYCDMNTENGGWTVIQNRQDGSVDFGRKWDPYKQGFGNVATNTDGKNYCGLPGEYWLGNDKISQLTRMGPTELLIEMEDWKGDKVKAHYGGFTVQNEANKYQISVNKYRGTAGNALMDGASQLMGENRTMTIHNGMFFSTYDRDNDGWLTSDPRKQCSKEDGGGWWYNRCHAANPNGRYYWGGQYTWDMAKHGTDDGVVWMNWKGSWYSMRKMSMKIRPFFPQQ
PRMT1 FP inh: PRMT1 methyltransferase inhibitors, primary screen, biochemical, fluorescence polarization. inhibition, % at 2.79 µM. AID 652257, 2013. recombinant PRMT1, activity-based probe fluorescence polarization. Protein arginine N-methyltransferase 1 (Homo sapiens), Q99873. 370,000 compounds, 1.3% hits;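 active = inhibition above about 21% made by adding two undisclosed values, limit read from the data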
LEDGF integ inh: blockers of LEDGF/p75-dependent integrase strand transfer – biochemical, TR-FRET, high throughput, primary screen; HIV-1 integrase (with human LEDGF/p75); TR-FRET IN-LEDGF/p75 DNA integration, Eu/Cy5; inhibition, % at 3.7 µM; 370,000 compounds, 0.64% hits;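 active = inhibition above the screen-wide mean plus 3 SD, cut at about 13% in these data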;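 also: signal is the Cy5 over europium emission ratio at 671 and 618 nm; 0% = plate median of compound wells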
MBD2 inh: inhibitors of MBD2 binding to methylated DNA, primary screen, biochemical, TR-FRET, DNA-binding domain, human; Methyl-CpG-binding domain protein 2 (Homo sapiens), Q9UBB5; MBD2 binding to methylated oligonucleotide; inhibition, % at 4.4 µM; 370,000 compounds, 0.31% hits; AID 686964, 2013; in the data active = inhibition above about 13%
Target sequence (Q9UBB5 whole entry, looked up, the tested form may be a part): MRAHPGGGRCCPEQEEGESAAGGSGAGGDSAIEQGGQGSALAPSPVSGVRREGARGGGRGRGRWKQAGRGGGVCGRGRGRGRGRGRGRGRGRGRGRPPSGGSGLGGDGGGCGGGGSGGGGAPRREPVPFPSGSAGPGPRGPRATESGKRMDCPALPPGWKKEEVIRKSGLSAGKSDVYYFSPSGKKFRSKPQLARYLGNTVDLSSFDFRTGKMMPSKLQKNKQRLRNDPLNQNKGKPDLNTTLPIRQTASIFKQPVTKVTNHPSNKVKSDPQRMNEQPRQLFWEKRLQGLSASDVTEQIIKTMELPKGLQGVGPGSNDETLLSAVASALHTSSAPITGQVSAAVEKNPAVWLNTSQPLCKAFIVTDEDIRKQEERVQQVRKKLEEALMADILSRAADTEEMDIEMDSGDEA
SIAE primary: human SIAE inhibitors, primary screen, biochemical, fluorescence polarization, FP-Rh probe, 1536-well HTS; Sialate O-acetylesterase (Homo sapiens), Q9HAT2; SIAE FP-Rh probe binding; inhibition, % at 9.66 µM; 370,000 compounds, 0.69% hits;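 active = inhibition above a cutoff: mean of compounds within the control limits plus 3 SD of those, cut at about 17% in these data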;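 also: 0% = plate median of compound wells and 100% = probe without SIAE protein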
DDE Tn7 FP inh: inhibitors of Tn7 peptide binding to fibrin DD(E), primary screen, biochemical, fluorescence polarization, human fibrin, Tn7 probe | Fibrinogen beta chain (Homo sapiens), P02675 | FP displacement of FITC-Tn7 peptide from fibrin DD(E); 0% = median of compound wells per plate | inhibition, % at 8.3 µM | 370,000 compounds, 0.13% hits | AID 720508, 2013;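 active = inhibition above the mean of compounds falling within the control limits plus 3 SD of them, cut at about 14% in these data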;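 also: 0% = plate median of compound wells and 100% = 10 µM Aha-Tn7 peptide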
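System: human fibrin DD(E); quantity: Fibrin-DD(E) at 2 µM final; also added: fluorescent Tn7 probe at 0.1 µM; compound dosing: single nominal test concentration of 8.3 µM per compound; schedule: 10 min preincubation, 3 h with tracer, room temperature; detection: fluorescence polarization of the labelled Tn7 tracer; repeats: one replicate per compound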
TCR-CD3 inh: inhibitors of human TCR-CD3 interaction, primary screen, biochemical, fluorescence, TAMRA-labeled TCR probe. T-cell receptor (TCR). inhibition, % at 9.4 µM. 360,000 compounds, 0.37% hits; in the data active = inhibition above about 19%;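 also: recombinant mutant TCR 2C K166C tagged with TAMRA read by polarization; 0% = receptor in buffer alone and 100% = receptor with positive control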
proKLK7 act: proKLK7 zymogen activators, primary screen, biochemical, fluorescence intensity | 370,000 compounds, 0.9% hits | purified proKLK7, EDANS-DABCYL substrate fluorescence; 100% is mature enzyme control, 0% vehicle | Kallikrein-7 (Homo sapiens), P49862 | activation, % at 7 µM | AID 652039, 2013;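 active = activation above the mean of all tested compounds plus 3 SD, computed per campaign excluding outliers beyond control limits, cut at about 13% in these data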
UHRF1 binding: UHRF1 methylated DNA binding inhibitors, primary screen, counter-screen for MBD2 inhibitor project, biochemical, TR-FRET, human UHRF1, single concentration. UHRF1 binding to methylated oligo. 370,000 compounds, 0.75% hits. E3 ubiquitin-protein ligase UHRF1 (Homo sapiens), Q96T88. inhibition, % at 4.4 µM. AID 687016, 2013; in the data active = inhibition above about 21%;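 also: UHRF1 SRA domain binding a hemimethylated CpG hairpin DNA probe; 0% = median of test compound wells and 100% = reference inhibitor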
TDP2 absorb: human TDP2 enzyme inhibitors, primary screen, biochemical, epi absorbance, recombinant enzyme | Tyrosyl-DNA phosphodiesterase 2 (Homo sapiens), O95551 | T5PNP hydrolysis, p-nitrophenol absorbance 415 nm | inhibition, % at 12.8 µM | 370,000 compounds, 0.34% hits | AID 720702, 2013;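 active = inhibition above the mean of all tested compounds plus 3 SD, set per campaign, cut at about 25% in these data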;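 also: 0% = DMSO with enzyme and 100% = buffer with substrate but no TDP2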
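Read-out basis: percent inhibition. System: recombinant human TDP2. Buffer or medium: Mg2+-containing Tris-HCl buffer, pH 7.5. Repeats: single replicate. Timing: reaction 2 h, 37 °C. Benchmarks: high control without enzyme, low control DMSO plus TDP2. Probe or stimulus: 5 mM T5PNP. Doses: 12.8 µM only. Measured by: epi absorbance of p-nitrophenol freed from T5PNP by hydrolysis.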
* hit, by the source's call; x = no result given.

1) Cc1cccc(N2CCN(C(=O)C(NS(=O)(=O)c3cccs3)c3ccccc3)CC2)c1C (stereo not given)
2) Cc1nn(C)cc1/C=C/C(=O)c1ccccc1
3) COc1ccc(-c2c(C)nn(-c3ccccc3)c2NC(C)=O)cc1OC
4) Cc1ccc2c(c1)-c1c(cnn1CC(=O)NCCc1ccccc1F)CO2
5) S=C(NCCCN1CCOCC1)N1CCN(c2nc(-c3ccccc3)cs2)CC1
6) Cc1ccccc1CN1CCN(C(=O)c2ccco2)CC1
7) CCNS(=O)(=O)c1ccc(S(=O)(=O)N(Cc2ccccn2)C2CCCCC2)cc1
8) CCCCn1c(NC(=O)CC)c(C#N)c2nc3ccccc3nc21
Compound	1	2	3	4	5	6	7	8
DDE Tn6 FP inh	-7	-2	4	-9	3	-4	7	-9
PRMT1 FP inh	0	-2	-2	-3	1	1	-1	-1
LEDGF integ inh	0	2	4	-1	-5	1	1	-6
MBD2 inh	5	2	-2	-3	-1	2	0	-1
SIAE primary	1	-2	0	3	15	-1	-7	3
DDE Tn7 FP inh	-3	-9	-3	-5	-2	-2	4	6
TCR-CD3 inh	-10	1	-5	x	2	-7	-2	-3
proKLK7 act	0.5	0.4	-0.4	0.1	-0.6	-0.7	-0.3	-19
UHRF1 binding	-2	-1	2	-2	-3	-1	10	-2
TDP2 absorb	-6	9	-20	-1	10	28*	-14	-3

9) COc1cccc(C(=O)COC(=O)CCC(=O)c2ccccc2)c1
10) Cc1cc(C)n2nc(/C(C#N)=C/c3ccccc3)c(C#N)c2n1
11) C(#CCN1CCCC1)CC(c1ccccc1)c1ccccc1
12) Brc1cccc(CSc2nnc(-c3ccncc3)o2)c1
13) Cc1c(OCC(=O)NCC2CCC(C(=O)O)CC2)ccc2c(-c3ccccc3)cc(=O)oc12 (stereo not given)
14) N#C/C(=C\c1ccc([N+](=O)[O-])cc1)C(=O)Nc1ccccc1O
15) Clc1ccc2nc(-c3ccc4c(c3)OCO4)cn2c1
16) CCC1CCCCN1C(=O)CSc1nnc(-c2ccc3c(c2)OCCO3)o1 (stereo not given)
Compound	9	10	11	12	13	14	15	16
DDE Tn6 FP inh	0	-6	1	12	-1	-3	5	-2
PRMT1 FP inh	-2	-1	4	-2	-4	-2	0	1
LEDGF integ inh	-1	-2	-1	1	-1	1	-1	3
MBD2 inh	-6	3	0	-4	-3	-2	2	-2
SIAE primary	5	-8	2	-12	-4	3	1	0
DDE Tn7 FP inh	2	-6	1	2	2	-5	5	1
TCR-CD3 inh	3	6	-12	6	6	-1	-9	-3
proKLK7 act	-0.6	-8.0	-0.5	-0.1	0.3	-0.1	14*	0.1
UHRF1 binding	1	-4	1	-5	-2	-3	-3	2
TDP2 absorb	-17	-3	-7	-9	-9	4	4	-13

One compound at a time, from the list above. Order of values: DDE Tn6 FP inh | PRMT1 FP inh | LEDGF integ inh | MBD2 inh | SIAE primary | DDE Tn7 FP inh | TCR-CD3 inh | proKLK7 act | UHRF1 binding | TDP2 absorb
`N#C/C(=C\c1ccc([N+](=O)[O-])cc1)C(=O)Nc1ccccc1O` in the list: -3 | -2 | 1 | -2 | 3 | -5 | -1 | -0.1 | -3 | 4
`Clc1ccc2nc(-c3ccc4c(c3)OCO4)cn2c1` in the list: 5 | 0 | -1 | 2 | 1 | 5 | -9 | 14* | -3 | 4
`C(#CCN1CCCC1)CC(c1ccccc1)c1ccccc1` in the list: 1 | 4 | -1 | 0 | 2 | 1 | -12 | -0.5 | 1 | -7

Next section.
17) CCN1CCN(C(=O)/C(C#N)=C/c2ccc(OC(F)F)cc2)CC1
18) Cc1nnc(SCC(=O)N2CCC(c3noc4ccc(F)cc34)CC2)s1
19) COc1cc2c(cc1OC)CN(CC(=O)Nc1cccc([N+](=O)[O-])c1)CC2
20) Cc1noc(C)c1NC(=O)Nc1ccc2c(c1)C(=O)N([C@H](C)CO)C[C@H](C)[C@@H](CN(C)C(=O)Nc1ccccc1)O2
21) Cc1[nH]cnc1CSCCN
22) CCc1ccc(NC(=O)[C@H](C)NC(=O)C2CCN(C(=O)[C@@H](N)CC(C)C)CC2)cc1
23) CCN(CC)c1ccc(/C=C2\CCC(/C=C(/C#N)C(=O)Nc3ccccc3F)=C2N2CCOCC2)cc1
24) O=C(Nc1ccc(F)cc1)C1CCN(C(=O)c2ccc([N+](=O)[O-])cc2)CC1
Compound	17	18	19	20	21	22	23	24
DDE Tn6 FP inh	5	-11	-2	-1	1	4	10	7
PRMT1 FP inh	3	-1	-2	2	6	-2	2	-1
LEDGF integ inh	-1	3	1	1	-5	-2	-3	1
MBD2 inh	-6	3	-1	7	-4	1	-3	2
SIAE primary	-1	5	-1	10	2	-3	-50	12
DDE Tn7 FP inh	3	-8	-3	-3	4	2	1	1
TCR-CD3 inh	7	-3	1	1	-4	-6	-37	-1
proKLK7 act	0.1	-0.2	28*	0.1	0.2	-0.6	-0.2	-0.2
UHRF1 binding	0	0	-2	23*	-2	-2	0	-1
TDP2 absorb	-1	2	4	5	-6	13	1	8

Fetched one by one from above (two):
17) CCN1CCN(C(=O)/C(C#N)=C/c2ccc(OC(F)F)cc2)CC1
21) Cc1[nH]cnc1CSCCN
Compound	17	21
DDE Tn6 FP inh	5	1
PRMT1 FP inh	3	6
LEDGF integ inh	-1	-5
MBD2 inh	-6	-4
SIAE primary	-1	2
DDE Tn7 FP inh	3	4
TCR-CD3 inh	7	-4
proKLK7 act	0.1	0.2
UHRF1 binding	0	-2
TDP2 absorb	-1	-6

Later entries
25) O=C(CCS(=O)(=O)c1cccs1)NC1CCCCCC1
26) CCCCCCC1CC(=O)NC(=S)N1 (stereo not given)
27) Cc1cc(C)n2c(SCC(C)C)nnc2n1
28) COc1ccc(-c2nnc(NC(=O)c3c(OC)cccc3OC)s2)cc1
29) CNc1cc(Cl)nc(SC)n1
30) COc1ccc(CN2C(C(=O)NCC(C)C)CSCCS2(=O)=O)cc1 (stereo not given)
31) CC1CC(C)CN(CCCNC(=O)CCNC(=O)Cn2ccc3ccccc3c2=O)C1 (stereo not given)
32) CCN(c1ccccc1)S(=O)(=O)c1ccc(Cl)c(C(=O)Nc2ccncc2)c1
Compound	25	26	27	28	29	30	31	32
DDE Tn6 FP inh	6	-1	5	-2	-2	3	0	6
PRMT1 FP inh	0	-1	-1	-1	3	0	-1	-1
LEDGF integ inh	1	2	1	-1	2	4	-1	-2
MBD2 inh	-3	2	4	5	-4	-1	3	1
SIAE primary	-6	2	6	-3	-2	-5	3	-6
DDE Tn7 FP inh	-2	2	11	-2	-5	1	-6	8
TCR-CD3 inh	4	3	11	-2	9	x	3	-6
proKLK7 act	0.3	-0.1	-0.2	0.7	0.1	-0.1	0.4	0.2
UHRF1 binding	2	-1	-1	-1	-1	0	0	-1
TDP2 absorb	-1	0	7	-2	9	-8	-2	3

33) O=C1OC(N2C(=O)CC[C@H]2C(=O)Nc2ccc(Br)cc2F)c2ccccc21 (stereo not given in full)
34) Cn1cccc1C(=O)OCC(=O)c1c[nH]c2ccccc12
35) Cc1ccc(OCC(=O)NC(C)c2ccccc2)cc1C (stereo not given)
36) CCOc1ccc(N2C(=O)CC(Sc3nc4ccc(OCC)cc4s3)C2=O)cc1 (stereo not given)
37) OCCNc1nnc(-c2ccccc2)c(-c2ccccc2)n1
38) COC(=O)c1cc(OC)c(OC)cc1NC(=O)CSc1nnnn1Cc1ccccc1
39) O=C(Nc1ccc2oc(-c3ccccc3F)nc2c1)c1ccc2c(c1)OCCO2
40) COC(=O)C1=C(C)NC(=O)C1(NC(=O)CN1CCCC1=O)C(F)(F)F (stereo not given)
41) O=C(/C=C/c1ccccc1)NC(NC(=S)Nc1cc(Cl)ccc1Cl)C(Cl)(Cl)Cl (stereo not given)
Compound	33	34	35	36	37	38	39	40	41
DDE Tn6 FP inh	3	-6	2	-4	-4	1	-5	-5	-1
PRMT1 FP inh	3	0	-3	2	5	-2	6	-2	-1
LEDGF integ inh	-1	-3	8	-2	-1	-1	-3	2	-3
MBD2 inh	-6	1	-4	1	3	2	7	-6	-5
SIAE primary	-2	0	1	-6	-12	-3	-43	14	-4
DDE Tn7 FP inh	-11	-1	-1	-3	-5	-9	-1	2	6
TCR-CD3 inh	11	-6	-5	5	-5	-3	-6	-1	7
proKLK7 act	0.0	0.0	0.2	0.4	-0.6	-0.5	-21	-0.6	-0.2
UHRF1 binding	-2	2	6	1	5	2	5	1	0
TDP2 absorb	8	11	-17	10	-15	-5	-17	-7	2

Screens as filed in PubChem.
